Screening data as filed in PubChem.
PME-1 primary: PME-1 inhibitors via competitive probe labeling, primary screen, biochemical, fluorescence polarization, FP-Rh probe, HTS | Protein phosphatase methylesterase 1 (Homo sapiens), Q9Y570 | recombinant PME-1 | inhibition, % at 5.9 µM | 320,000 compounds, 0.53% hits | AID 2130, 2009;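 active = inhibition above the campaign mean of all compounds plus 3 SD, cut at about 26% in these data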;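 note: competitive labeling of PME-1 active site by serine hydrolase directed probe; 0% = PME-1 with DMSO and 100% = wells lacking PME-1 enzyme; inhibitors block probe labeling so polarization falls and inhibition rises; many of its hits are not listed in these tables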
Target sequence (Q9Y570 whole entry, looked up): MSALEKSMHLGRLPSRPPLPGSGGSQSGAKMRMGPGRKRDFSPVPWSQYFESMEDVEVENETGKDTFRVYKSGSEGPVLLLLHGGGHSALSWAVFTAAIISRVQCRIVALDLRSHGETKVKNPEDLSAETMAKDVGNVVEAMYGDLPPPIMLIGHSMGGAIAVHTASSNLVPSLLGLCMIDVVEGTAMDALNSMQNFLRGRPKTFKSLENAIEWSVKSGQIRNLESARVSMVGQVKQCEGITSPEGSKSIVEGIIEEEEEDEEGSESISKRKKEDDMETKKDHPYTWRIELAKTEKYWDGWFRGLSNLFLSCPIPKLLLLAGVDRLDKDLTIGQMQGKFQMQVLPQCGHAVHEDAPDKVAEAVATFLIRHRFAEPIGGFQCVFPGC
Fam108B inh: mouse Fam108B serine hydrolase inhibitors, primary screen, counter-screen for RBBP9 inhibitor project, biochemical, fluorescence polarization | inhibition, % at 9.51 µM | 300,000 compounds, 0.33% hits | recombinant Fam108B, FP-Rh probe fluorescence polarization;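 active = inhibition above the screen mean inhibition plus 3 SD, computed separately per campaign, cut at about 18% in these data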;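 note: inhibitors lower polarization as less probe binds the enzyme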
LYPLA1 inh: LYPLA1 inhibitors, primary screen, counter-screen for PME1 inhibitor project, biochemical, fluorescence polarization, FP-Rh probe ABPP | Acyl-protein thioesterase 1 (Homo sapiens), O75608 | recombinant LYPLA1 | inhibition, % at 5.9 µM | 320,000 compounds, 0.16% hits;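 active = inhibition above the mean of all tested compounds plus 3 SD, set per campaign, cut at about 14% in these data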;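 note: inhibitors block serine hydrolase probe labeling of LYPLA1 so polarization falls; 0% = enzyme with DMSO and 100% = wells lacking LYPLA1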
Target sequence (O75608 whole entry, looked up): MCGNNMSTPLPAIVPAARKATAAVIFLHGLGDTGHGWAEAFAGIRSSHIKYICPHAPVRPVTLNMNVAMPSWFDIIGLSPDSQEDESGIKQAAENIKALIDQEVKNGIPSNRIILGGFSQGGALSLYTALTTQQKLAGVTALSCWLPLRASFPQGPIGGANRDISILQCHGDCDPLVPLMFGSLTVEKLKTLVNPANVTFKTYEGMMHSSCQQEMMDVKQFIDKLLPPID
PAFAH1B3 inh: PAFAH1B3 enzyme inhibitors, primary screen, biochemical, fluorescence polarization, human | Platelet-activating factor acetylhydrolase IB subunit alpha1 (Homo sapiens), Q15102 | 340,000 compounds, 0.28% hits | recombinant PAFAH1B3, FP-rhodamine probe | inhibition, % at 3.39 µM;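 active = inhibition above the screen-wide average of all tested compounds plus 3 SD, cut at about 25% in these data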;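 note: 0% = enzyme with DMSO only and 100% = wells lacking PAFAH1B3 protein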
Target sequence (Q15102 whole entry, looked up): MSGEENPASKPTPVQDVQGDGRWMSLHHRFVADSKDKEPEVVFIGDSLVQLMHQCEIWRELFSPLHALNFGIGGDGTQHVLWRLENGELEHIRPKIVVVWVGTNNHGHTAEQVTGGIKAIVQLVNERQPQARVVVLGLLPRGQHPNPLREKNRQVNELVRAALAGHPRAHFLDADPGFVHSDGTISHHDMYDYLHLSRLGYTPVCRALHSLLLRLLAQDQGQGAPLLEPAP
PAFAH1B2 FP inh: PAFAH1B2 enzyme inhibitors, primary screen, biochemical, fluorescence polarization, human; Platelet-activating factor acetylhydrolase IB subunit alpha2 (Homo sapiens), P68402; 340,000 compounds, 1.2% hits; recombinant PAFAH1B2, FP-rhodamine activity probe; inhibition, % at 3.39 µM;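 active = inhibition above the mean of all tested compounds plus 3 SD, cut at about 24% in these data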;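 note: 0% = enzyme with DMSO and 100% = wells lacking PAFAH1B2; many of its hits are not listed in these tables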
GSTO1 inh: inhibitors of recombinant GSTO1, primary screen, counter-screen for RBBP9 inhibitor project, biochemical, fluorescence polarization; Glutathione S-transferase omega-1 (Homo sapiens), P78417; activity-based probe fluorescence polarization; 300,000 compounds, 1.1% hits; AID 1974, 2009; inhibition, % at 5.96 µM;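 active = inhibition above the campaign mean inhibition plus 3 SD, cut at about 35% in these data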;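 note: 0% = GSTO1-1 with DMSO and 100% = wells lacking GSTO1-1 enzyme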
PAFAH2 FP inh: PAFAH2 enzyme inhibitors, primary screen, biochemical, fluorescence polarization, human | AID 492956, 2010 | inhibition, % at 3.39 µM | 340,000 compounds, 0.99% hits | recombinant PAFAH2, FP-rhodamine activity probe | Platelet-activating factor acetylhydrolase 2, cytoplasmic (Homo sapiens), Q99487;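 active = inhibition above the mean over all tested compounds plus 3 SD, cut at about 30% in these data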;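 note: inhibitors block probe labeling of enzyme so polarization drops; 0% = enzyme with DMSO and 100% = wells lacking PAFAH2 protein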
PAD4 FP inh: human PAD4 inhibitors, primary screen, biochemical, fluorescence polarization, 1536-well format. recombinant PAD4, RCA probe fluorescence polarization. 330,000 compounds, 0.41% hits. inhibition, % at 6.36 µM;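 active = percent inhibition above a cutoff equal to the mean of all tested compounds plus 3 SD, cut at about 15% in these data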;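 note: 0% = PAD4 with RCA probe and DMSO and 100% = probe without PAD4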
pPAFAH inh: pPAFAH enzyme inhibitors, primary screen, biochemical, fluorescence polarization, human. 330,000 compounds, 1.5% hits. recombinant pPAFAH, FP-rhodamine probe fluorescence polarization. AID 463082, 2010. inhibition, % at 3.39 µM;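 active = inhibition above the mean inhibition across the screen plus 3 SD, cut at about 25% in these data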;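 note: inhibitors block binding of the rhodamine activity-based probe so polarization drops; 0% = enzyme with DMSO and 100% = wells lacking pPAFAH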
Active calls of the source: *; · = no result given. Only part of the results is shown, so the mix of outcomes need not match the whole.

SMILES | PME-1 primary | Fam108B inh | LYPLA1 inh | PAFAH1B3 inh | PAFAH1B2 FP inh | GSTO1 inh | PAFAH2 FP inh | PAD4 FP inh | pPAFAH inh
O=C(CSc1nnc(-c2ccccc2Cl)o1)Nc1ccc2c(c1)OCCO2 | 6 | 2 | -3 | 4 | 6 | -4 | -2 | 1 | 1
CCC[C@@H]1Cc2ccccc2N1C(C)=O | 1 | · | 5 | 3 | -1 | · | -5 | -4 | 4
Fc1ccc(NC(=S)N2CCN(c3ncccn3)CC2)cc1 | -4 | -1 | -4 | 2 | 4 | -2 | 4 | 1 | 2
NC(=O)C1CCN(C(c2ccccc2Cl)c2nnnn2Cc2ccc3c(c2)OCO3)CC1 (centres undefined) | 6 | -1 | 3 | 5 | -1 | -2 | 9 | 0 | 2
COc1cc(OC)c2ccc(=O)oc2c1C(CCN1CCOCC1)c1ccc2c(c1)OCO2 (centres undefined) | · | · | · | 10 | 0 | · | 2 | -2 | 1
CN(C)C(=S)Nc1ccc(Br)c(Cl)c1 | 2 | 4 | -1 | 5 | -2 | 9 | -5 | 0 | 2
Cc1ccc(/C=C2\SC(=S)N(CCCC(=O)Nc3cccc(C(=O)O)c3)C2=O)cc1 | 1 | 3 | 8 | -5 | -4 | 28 | 8 | 2 | 4
O=C(CC1C(=O)NCCN1Cc1ccc(Cl)c(F)c1)NC1CCCCC1 (centres undefined) | 4 | 0 | 1 | 11 | 11 | 3 | 10 | -3 | 3
COc1ccc(C(C(=O)NC2CCCC2)N(C(=O)c2snc(C(N)=O)c2N)c2cccc(O)c2)cc1 (centres undefined) | -2 | 2 | -3 | 15 | 7 | 28 | 12 | -5 | 13
O=C(NCc1ccc2c(c1)OCO2)C1CCCN(S(=O)(=O)c2cccc3cccnc23)C1 (centres undefined) | 3 | -1 | 3 | 4 | 3 | -4 | -5 | -3 | 3
CCCCCCOc1ccc(N2C(=O)CC(NCc3ccc(S(N)(=O)=O)cc3)C2=O)cc1 (centres undefined) | -1 | 1 | 1 | 7 | 2 | 4 | -8 | -4 | 12
O=C(O)C1CCC(NSc2ccccc2[N+](=O)[O-])CC1 (centres undefined) | -4 | 4 | -1 | 9 | 2 | 8 | 2 | 0 | 0
Cc1cc(C(=O)N2CCCC(C(=O)c3cccc(C(F)(F)F)c3)C2)n[nH]1 (centres undefined) | -1 | 8 | -2 | 5 | 5 | 5 | 13 | -2 | 5
Cc1cccc(N2CCN(C(=O)c3c(Cl)cnn3C)CC2)c1C | 0 | -1 | -2 | 2 | 3 | 0 | 1 | -5 | -3
CCOc1ccc(N(C(=O)Nc2ccccc2)C2=NCCC2)cc1 | -3 | 2 | 1 | -8 | 2 | 8 | -1 | -2 | -1
O=C(CC1SC(=Nc2ccccc2)N(CCO)C1=O)Nc1ccccc1 (centres undefined) | -6 | -1 | -1 | 7 | 5 | 1 | 0 | -4 | -1
O=C(COC(=O)[C@@H]1CCCN1S(=O)(=O)c1ccccc1F)Nc1ccc(OC(F)F)cc1 | 5 | 2 | -3 | -2 | -5 | -1 | 0 | 3 | 6
Fc1ccc(CSc2ccc(-c3ccco3)nn2)cc1 | 1 | 5 | 4 | 1 | 2 | 4 | -4 | -1 | 6
COc1cccc(NS(=O)(=O)c2cn(C)c(=O)n(C)c2=O)c1 | 7 | -4 | 1 | 7 | 5 | 4 | 2 | 3 | -3
O=[N+]([O-])c1cc(C(F)(F)F)cc([N+](=O)[O-])c1NCCNC(=S)Nc1ccc(Cl)c(Cl)c1 | -27 | -22 | -33 | 3 | 12 | -2 | -22 | 2 | -5
COc1ccc(CNCc2c(C(=O)N(C)C)nc3ccc(Cl)cn23)c(OC)c1 | 5 | 7 | 2 | 8 | 2 | -1 | 3 | 5 | 5
CN(/N=C/c1ccncc1)C1=NCCN1 | -1 | 3 | 7 | 10 | 1 | 2 | -4 | 1 | 3
CCN1CCN(c2nc3c(c(=O)[nH]c(=O)n3C)n2CCCSc2ncccn2)CC1 | -3 | 4 | 5 | 4 | 1 | 7 | 5 | 1 | 2
O=C(CN1C(=O)c2ccccc2C1=O)Nc1cccc(Cl)c1 | -17 | -7 | -8 | 6 | -3 | 8 | -2 | -2 | 4
COc1cc(C)ccc1OCC(=O)OCC(=O)c1ccc[nH]1 | · | · | · | 2 | 3 | · | 5 | -1 | 8
CC(=O)N1CCN(C(=O)c2ccc(Cl)c(NC(=O)c3cccs3)c2)CC1 | -4 | 0 | -1 | 5 | 7 | 6 | 2 | -1 | -1
COc1cc(/C=C2\SC(=S)NC2=O)ccc1OS(=O)(=O)c1ccccc1 | -9 | -1 | -3 | · | · | -89 | · | -16 | 2
Cc1sc2ncnc(SCC(=O)Nc3ccc(S(=O)(=O)N4CCOCC4)cc3)c2c1C | · | · | · | -7 | -3 | · | -11 | 3 | -11
COC(=O)Nc1nc2ccc(Sc3ccccc3)cc2[nH]1 | -7 | -4 | -6 | -1 | 5 | 2 | -5 | -1 | -2
CCOC(=O)c1c(-c2ccccc2)csc1NC(=S)NC(=O)c1ccccc1 | -8 | -7 | -2 | -1 | 7 | -3 | -18 | -1 | -4
COCCCNC(=O)c1cn(C)c(=O)c2c1c1ccccc1n2C | -2 | -5 | -5 | 2 | -3 | -5 | -1 | -4 | 0
COc1cccc(C2CC(c3ccccc3)=NN2S(=O)(=O)c2ccccc2)c1OC (centres undefined) | -8 | -9 | -1 | 1 | 2 | 0 | 10 | -3 | 6
O=C(Nc1nnc(-c2ccco2)s1)C1CCCCC1 | -4 | 4 | 1 | -2 | 2 | -9 | 3 | -1 | 3
COc1ccc(-c2nc(CSCC(=O)N3CCC(C(N)=O)CC3)c(C)o2)cc1OC | -1 | -1 | 0 | 3 | 0 | 2 | 15 | 0 | 8
CCOC(=O)c1cc(C#N)c(SCC(=O)c2cc(C#N)c(SC)nc2C)[nH]c1=O | -11 | 3 | -6 | 9 | 4 | 3 | 4 | -4 | 14
Fc1ccc(OCCOCCN2CCNCC2)cc1 | 1 | -2 | 2 | 8 | 2 | -1 | -2 | 3 | -1
O=C(c1cc(COc2ccc(F)cc2Cl)on1)N1CCc2ccccc2C1 | 1 | -1 | 1 | 9 | 5 | 0 | -4 | 0 | 3
O=C(CN1CCN(c2ccc(O)cc2)CC1)Nc1ccc(S(=O)(=O)N2CCCC2)cc1 | · | · | · | 2 | -1 | · | -6 | -2 | 13
O=C(NCc1ccco1)c1ccc(-c2csnn2)cc1 | -3 | 3 | -2 | 7 | 1 | 7 | 2 | 4 | 4
O=C1OC[C@H]2CCCC[C@@H](CO)ON12 | · | · | · | 4 | 0 | · | -2 | 0 | 3
Clc1cccc(Nc2nc(-c3ccncc3)nc3ccccc23)c1 | -11 | -13 | -3 | -1 | 3 | -7 | -13 | -18 | -5
Cc1cc(C(=O)NNC(=O)c2ccc(Cl)cc2Cl)c(C)o1 | -1 | 8 | -2 | 2 | 0 | 3 | 5 | 1 | -2
COc1ccc(C(=O)NCc2ccc(Cl)cc2)cc1S(=O)(=O)N1CCCC1 | 6 | · | -5 | 6 | 15 | · | 3 | 0 | 8
CCOc1ccccc1NC(=O)C1C2C=CC(O2)C1C(=O)O (centres undefined) | 1 | -8 | 3 | 8 | 1 | 11 | 3 | -6 | 6
Cc1cc(C)n(CCC(=O)Nc2ccc(-c3ccno3)cc2)n1 | -8 | 1 | -4 | 1 | -2 | 5 | -3 | -4 | -3
CCOC(=O)c1c(NC(=O)c2c(C)noc2C)sc2c1CCCCC2 | 7 | 1 | 2 | -4 | 1 | 1 | 6 | -1 | -3
Cc1nnc(SCC(=O)c2cc(C)n(-c3c(C)n(C)n(-c4ccccc4)c3=O)c2C)s1 | -7 | 6 | -1 | 6 | 1 | 38* | 3 | 3 | 0
CCOC(=O)c1cnn(-c2cc(C)c3ccccc3n2)c1N | 9 | 0 | 3 | 2 | -1 | 2 | 0 | 5 | 2
O=C(CCCNC(=O)c1ccc(Cl)cc1)Nc1ccccc1C(F)(F)F | -3 | -1 | -5 | 14 | 2 | -2 | 2 | 0 | 1
COc1ccccc1NS(=O)(=O)c1cccc(NC(=S)NCCN2CCOCC2)c1 | 3 | 8 | -3 | 3 | 2 | 7 | 4 | 4 | 3
CCC(=O)Nc1cccc(-c2nc3ccc(C)cc3o2)c1 | -5 | -6 | -4 | 4 | -1 | -4 | 0 | -1 | 1
COc1ccc(OCC(=O)Nc2ccc3c(c2)nc(CCN2CCN(C)CC2)n3C)cc1 | 1 | -2 | 0 | 4 | 3 | 9 | 3 | 1 | -2
O=C(C1CCCN(S(=O)(=O)c2cccc3nsnc23)C1)N1CC=C(c2ccccc2)CC1 (centres undefined) | 1 | 3 | -5 | 6 | 2 | 0 | 4 | 4 | 6
CCOC(=O)C(=CNc1cc(C)nn1-c1ccc(Cl)cc1)C(=O)OCC | -1 | 1 | -1 | 4 | 3 | 5 | 1 | -3 | 3
Cc1ccc(-c2noc(-c3ccccc3C(=O)NCc3ccco3)n2)cc1 | 6 | 1 | -2 | -4 | 3 | -14 | -2 | -4 | 13
CCOC(=O)CNc1ncnc2nc[nH]c12 | 0 | -4 | -1 | -1 | 7 | 4 | 3 | 5 | 3
Nc1nc2nc(-c3ccc(F)cc3)cc(C(F)(F)F)n2n1 | -2 | 2 | 1 | 6 | 0 | -3 | -3 | -1 | 0
c1ccc(OCc2nnc(-c3ccccc3)o2)cc1 | 5 | 3 | -1 | 7 | 0 | 4 | 4 | -2 | 5
CCCCCC(C)NC(=O)c1ccoc1C (centres undefined) | 0 | 4 | 0 | 2 | 2 | 11 | 6 | 0 | 0
O=C(CSc1nc(=O)n(CCCN2CCOCC2)c2c1CCCC2)Nc1ccccc1Cl | -1 | 1 | -1 | 11 | -6 | -8 | 1 | 0 | -1

(more compounds)
SMILES | PME-1 primary | Fam108B inh | LYPLA1 inh | PAFAH1B3 inh | PAFAH1B2 FP inh | GSTO1 inh | PAFAH2 FP inh | PAD4 FP inh | pPAFAH inh
O=C(NCCCn1ccnc1)c1ccc(Cl)cc1 | 4 | -1 | 1 | 17 | 3 | 2 | 7 | 3 | 4
CC(=O)c1ccc(C(=O)N2CCCC(N3CCN(c4ccc(F)cc4)CC3)C2)s1 (centres undefined) | -1 | -4 | 2 | 4 | 0 | -2 | -2 | -1 | -3
O=C(Nc1ccc(C(=O)N2CCCC2)cc1)c1ccc2c(c1)OCO2 | -1 | 1 | 1 | 0 | -3 | 5 | -3 | -3 | -6
Cn1c(=O)c2c(ncn2CC(COCc2ccccc2Cl)OCc2ccccc2Cl)n(C)c1=O (centres undefined) | 5 | 3 | 1 | 6 | 2 | -4 | -3 | 0 | 5
